# Screening data (PubChem BioAssay)
# WRN inhibitor = inhibitors of human WRN helicase | actives 0.46% (n = 360,000) | Q14191 | Potency, µM (titrated, usually from 114 µM), for the others: at the top dose activity change, negative = inhibition, most hits filed as inhibitors | WRN helicase unwinding, fluorescent forked duplex, kinetic | AID 651768; also: potency is read from the fitted curve at half-maximal effect; % is scaled to controls: 0 for no effect and ±100 for the full control effect; nearly all actives have a fitted effect of over 55% in size
#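 Enzyme (20 nM final) and test compound sit together 15 min at room temperature before substrate addition. Substrate is a single-forked duplex oligonucleotide (100 nM) labelled with fluorophore and quencher, with 2 mM ATP; helicase unwinding raises red fluorescence, read kinetically.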
# FUS yeast rescue = suppressors of FUS proteinopathy in yeast. Potency, µM (titrated, usually from 76.6 µM), without a hit: top-dose growth rescue (activation), hits mostly activators. actives 0.24% (n = 390,000). S. cerevisiae FUS-expressing, growth rescue, OD600, 24 h;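 also: potency is read from the fitted curve at half-maximal effect; plate controls were DMSO vehicle for no effect and reference control for full effect; nearly all actives have a fitted effect of over 55% in size; some results filed as inactive show a strong effect at the top dose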
#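 Absorbance at 600 nm, taken 24hr after compound addition, measured rescue of FUS-yeast growth at 30C. Induction used 2% galactose with seeding at OD 0.005. Controls: CP55940 from 92uM final, DMSO only.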
# PI5P4Ka inh = blocks human PI5P4K alpha kinase activity. P48426. PI5P4Kalpha enzyme, ADP-Glo luminescence, 60 min; active compounds read low. max response, %. actives 1.2% (n = 330,000). AID 652105; active = max response of -50% or lower; inconclusive = between -30% and -50%; inactive = -30% or higher; also: value at the top dose of about 77 µM; % is scaled to controls: 0 for no effect and ±100 for the full control effect
# Target sequence (P48426 whole entry, looked up): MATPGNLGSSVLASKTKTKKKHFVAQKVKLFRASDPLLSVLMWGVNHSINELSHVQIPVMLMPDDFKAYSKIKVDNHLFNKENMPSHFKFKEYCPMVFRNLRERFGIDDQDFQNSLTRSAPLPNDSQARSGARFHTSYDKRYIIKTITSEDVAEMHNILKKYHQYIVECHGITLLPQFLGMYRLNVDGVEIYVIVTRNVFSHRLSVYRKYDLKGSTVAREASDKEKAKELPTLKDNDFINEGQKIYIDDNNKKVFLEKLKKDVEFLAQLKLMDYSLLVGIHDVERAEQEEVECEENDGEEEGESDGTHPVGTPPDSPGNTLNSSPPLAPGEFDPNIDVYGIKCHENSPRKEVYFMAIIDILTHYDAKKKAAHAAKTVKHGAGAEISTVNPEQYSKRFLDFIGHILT
#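 Reactions run in 0.038 M HEPES pH 7.4, 0.28 mM EGTA, 0.1% CHAPS and 5% DMSO, with PI5P4Kalpha, substrate, compound and 5 microM ATP final, one hour at room temperature. Readout is ADP-Glo luminescence.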
# Abeta rescue = compounds reversing amyloid beta toxicity in yeast; AID 1347071; yeast expressing A-beta42, growth rescue, OD600, 48 h; response scale: 0% DMSO, 100% iron-clioquinol control; actives 0.063% (n = 410,000); Potency, µM (series often up to 46.1 µM), for the others: top-dose growth rescue, hits mostly activators; also: potency is read from the fitted curve at half-maximal effect; nearly all actives have a fitted effect of over 55% in size
#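 Yeast A-beta toxicity model in growth medium with pinned compounds, 48 h at 30 C; growth read as absorbance at 600 nm. Normalized to FeCl3/clioquinol equimolar mix (positive) and DMSO (negative).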
# IL2 activator = activators of IL-2; activation, % (series mostly up to about 46 µM); IL-2 activation reporter assay, cell-based qHTS; stimulated with anti-CD3/CD4/CD28 beads; in transgenic mouse T cells; actives 0.065% (n = 360,000); AID 652025; in the data active = activation above about 50%; inconclusive = mostly about 30% to 49%; also: 0% is about no effect
#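 First, unstimulated transgenic mouse T cells were exposed to compound for 60 min. Next, anti-CD3/anti-CD4-coated beads with anti-CD28 were added. Finally, after 18 h at 37 degrees C, EGFP and DsRed were imaged.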
# EPAC1 antag = EPAC1 (human) antagonism | actives 0.14% (n = 360,000) | AID 720709 | O95398 | Potency, µM (doses to about 115 µM), without a hit: at the highest dose activity change, negative = inhibition, actives largely listed as inhibitors | EPAC1 GEF assay, Rap1b-BODIPY-GDP exchange fluorescence;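 also: potency is read from the fitted curve at half-maximal effect; plate controls were vehicle for no effect and positive control for full effect; nearly all actives have a fitted effect of over 50% in size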
# PLK1 PBD block = PLK1 (human) polo-box domain binding inhibition | P53350 | Plk1 PBD binding of FITC phosphopeptide, fluorescence polarization | Potency, µM, inactives show max response, negative = inhibition, most hits filed as inhibitors | actives 2.8% (n = 360,000); also: potency is read from the fitted curve at half-maximal effect; series mostly up to about 57 µM; % is scaled to controls: 0 for no effect and ±100 for the full control effect; nearly all actives have a fitted effect of over 65% in size
# Target sequence (P53350 whole entry, looked up, the tested form may be a part): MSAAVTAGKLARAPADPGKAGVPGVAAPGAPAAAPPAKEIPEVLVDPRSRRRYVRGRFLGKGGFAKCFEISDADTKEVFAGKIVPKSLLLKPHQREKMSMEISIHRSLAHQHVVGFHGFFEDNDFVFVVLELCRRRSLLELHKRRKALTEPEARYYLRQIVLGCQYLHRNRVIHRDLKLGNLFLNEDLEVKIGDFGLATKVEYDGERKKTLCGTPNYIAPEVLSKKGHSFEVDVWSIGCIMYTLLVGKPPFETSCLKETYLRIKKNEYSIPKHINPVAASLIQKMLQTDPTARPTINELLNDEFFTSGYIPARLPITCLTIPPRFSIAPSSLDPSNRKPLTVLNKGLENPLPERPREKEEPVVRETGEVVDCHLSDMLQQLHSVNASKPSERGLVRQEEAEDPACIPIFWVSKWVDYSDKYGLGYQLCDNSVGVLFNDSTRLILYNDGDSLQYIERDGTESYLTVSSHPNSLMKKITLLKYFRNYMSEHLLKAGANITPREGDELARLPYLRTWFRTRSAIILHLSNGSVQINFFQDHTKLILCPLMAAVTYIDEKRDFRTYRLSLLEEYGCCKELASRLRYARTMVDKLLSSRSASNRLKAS
# EPAC1 agonist = agonists of human EPAC1 | O95398 | EPAC1 agonist qHTS, biochemical assay; response scale: 100% = response to 6.5 mM cAMP | Potency, µM (titrated, usually from 154 µM), without a hit: top-dose activation, hits mostly activators | actives 0.073% (n = 360,000) | AID 720707; also: potency is read from the fitted curve at half-maximal effect; nearly all actives have a fitted effect of over 60% in size
#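 Nucleotide exchange by EPAC1 (100 nM) on Rap1B–BODIPY-GDP (250 nM) in the presence of 50 uM GDP is tracked fluorescently at 480/540 nm over 30 min. Signals are normalized to a 6.5 mM cAMP control.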
# Starred values were filed as active, the others as inactive; ? = inconclusive; / = no result given; [ ] = remark or other dose. Unless noted, calls follow the shape of the dose curve; as a rule, active = well fitted curve in the direction sought with a large enough effect; inconclusive = small, poorly fitted or top-dose-only effect, or another doubt; inactive = no such curve, though single readings can be large; an effect the other way counts as inactive or inconclusive.
# Values run as follows: WRN inhibitor	FUS yeast rescue	PI5P4Ka inh	Abeta rescue	IL2 activator	EPAC1 antag	PLK1 PBD block	EPAC1 agonist
> CC(=O)NC(c1ccccc1)c1nc(-c2cccs2)cs1 (stereo not given)
 : -5%[57.1 µM]	-3%	-3	1%	-0.4	-11%	-4%	3%
> CCCCC#Cc1ccc2c(c1)COc1c3ccccc3nn1-2
 : -3%	-25%	-2	-3%	-0.5	0%	2%	-8%
> CCC(C)NS(=O)(=O)c1ccc(F)c(C(=O)Nc2c(F)cc(F)cc2Br)c1 (stereo not given)
 : 5%	4%	-4	2%	-0.8	-3%	0%	-4%
> C#CC1CN(Cc2ccccc2)CC(C#C)N1C (stereo not given)
 : 0%	12%	-8	-7%	-1.4	-7%	30µM*	9%
> O=C(Nc1cccs1)Nc1ccc(Br)cc1F
 : 1%	4%	-1	-9%	-3.7	3%	1%	2%
> Cc1ccc(NCc2nnc(SCC(=O)Nc3ncc(C)s3)n2CC2CCCO2)c(C)c1 (stereo not given)
 : 3%	13%	-1	9%	-0.4	3%	-3%	-4%
> Cc1ccc(Cl)cc1Nc1nc(-c2sc(NC(=O)C(C)(C)C)nc2C)cs1
 : -7%	27%	?	-15%	0.1	8%	-18%	-18%
> O=C(Nc1ccc2nc3n(c(=O)c2c1)CCCC3)c1cccc([N+](=O)[O-])c1
 : 3%	/	-6	-5%	-0.6	6%	-5%	-7%
> COC(=O)C1CN(C(=O)C(C)Oc2ccccc2F)c2ccccc2O1 (stereo not given)
 : 4%[57.1 µM]	-7%	11	5%	-1.0	10%	-9%	7%
> CCC(C(=O)N1CCOCC1)n1nc(C)c2sc3ccccc3c2c1=O (stereo not given)
 : -8%	27%	-1	-10%	-1.9	32%[activator]	-4%	3%
> C=CCNC(=O)c1onc(CSc2ccc(F)c(F)c2)c1C(=O)NCC=C
 : -1%	10%	11	22%	-3.0	-2%	-2%	8%
> CCCCNC(=O)C1(C)CCN1C(=O)c1cc(OC)ccc1Br (stereo not given)
 : -11%	-20%	-1	-13%	-0.2	2%	-5%	-3%
> Cc1sc2nc(SCC(=O)NCc3ccco3)n(CCc3ccccc3)c(=O)c2c1C
 : -7%	?	-2	-1%	-1.7	1%	-6%	-9%
> O=c1ccc(=O)n(CCc2ccccn2)[nH]1
 : 4%	/	1	0%	0.1	8%	-8%	-6%
> COC(=O)CCCC1=CC2=C(c3ccccc3)C(=O)C(C)(OC(=O)C3CCCC3)C(=O)C2=CN1C1CCCC1 (stereo not given)
 : -2%	32%	3	-8%	-0.4	?	-10%	2%
> COc1ccccc1C(=O)NNC1CC(=O)N(c2ccc3c(c2)OCCO3)C1=O (stereo not given)
 : -25%	/	-2	-9%	-4.6	-8%	-10%	5%
> C=C(C)c1cccc(C(C)(C)NC(=O)Nc2cccnc2)c1
 : 1%	12%	1	-5%	-0.8	-3%	-6%	-2%
> CCCNC(=O)N(C)C[C@@H]1Oc2cc(C#CC(C)(C)O)ccc2S(=O)(=O)N([C@H](C)CO)C[C@H]1C
 : 3%	-18%	1	0%	-0.3	5%	6%	-8%
> Cc1cc2c(cc1C)CSC(c1ccccc1OC(=O)C(C)(C)C)SC2
 : -12%	10%	10	-5%	-1.9	-23%	-25%	9%
> CCC(CC)CN1CCN=C1Nc1ccccc1
 : -7%	-24%	0	-5%	0.7	-12%	-7%	8%

# 2 of the compounds above, with each value named:
> Cc1sc2nc(SCC(=O)NCc3ccco3)n(CCc3ccccc3)c(=O)c2c1C
  WRN inhibitor: -7%	FUS yeast rescue: ?	PI5P4Ka inh: -2	Abeta rescue: -1%	IL2 activator: -1.7	EPAC1 antag: 1%	PLK1 PBD block: -6%	EPAC1 agonist: -9%

> O=c1ccc(=O)n(CCc2ccccn2)[nH]1
  WRN inhibitor: 4%	FUS yeast rescue: /	PI5P4Ka inh: 1	Abeta rescue: 0%	IL2 activator: 0.1	EPAC1 antag: 8%	PLK1 PBD block: -8%	EPAC1 agonist: -6%

# The results go on:
# Values run as follows: WRN inhibitor	FUS yeast rescue	PI5P4Ka inh	Abeta rescue	IL2 activator	EPAC1 antag	PLK1 PBD block	EPAC1 agonist
> N#CCC(=N)N1CCN(c2ccc(F)cc2)CC1
 : 4%	0%	4	-3%	-0.2	6%	-2%	-4%
> CCN(c1ccccc1)S(=O)(=O)c1cccc(C(=O)N(C)CCOc2ccccc2)c1
 : -7%	?	0	1%	-0.7	-10%	4%	0%
> CCOC1=NN(c2ccc(Cl)cc2)C(=O)/C1=C\N(C)C
 : -1%	22%	4	-2%	-2.0	5%	-5%	-7%
> CCc1ccc2c(c1)NC(=O)C2(C)Cc1ccc(C(F)(F)F)nc1 (stereo not given)
 : 5%	30%	8	3%	-0.4	-5%	-6%	-4%
> CC(C)CCc1noc(CN(C)CC2CCN(Cc3ccccc3)CC2)n1
 : 3%	8%	-1	9%	1.2	-3%	-9%	-7%
> COc1ccccc1-n1cnc2cc(NCc3ccccn3)ccc21
 : -5%	41%	/	5%	-1.3	-7%	-11%	6%
> Cc1cccc(OCC(=O)OCC(=O)Nc2sccc2C(N)=O)c1
 : -10%	16%	-4	4%	-2.3	-16%	-4%	-3%
> COC(=O)C[C@H]1C=C[C@@H](NC(=O)Nc2cccc(OC)c2)[C@@H](CO)O1
 : 4%	2%	-7	-5%	-0.2	-2%	-10%	-12%
> CCC(NC(=O)COC(=O)C1CC2CCCC(C1)C2=O)c1ccc(Br)cc1 (stereo not given)
 : 4%	13%	-4	30%	0.0	1%	2%	21%
> COc1ccc(N2CCN(CC(=O)Nc3ccc(SC(F)F)cc3)CC2)cc1
 : 1%	8%	-5	-1%	-3.3	-14%	-8%	-10%
> CSc1ccc(S(=O)(=O)Nc2ccc(F)cc2)cc1
 : 2%	2%	-5	6%	-0.2	-7%	-12%	6%
> O=C1c2ccccc2CCC1C(O)c1ccccn1 (stereo not given)
 : 6%	-15%	0	-11%	-2.1	-6%	-21%	8%
> CCOc1ccc2[nH]c(=O)c(C(c3nnnn3C3CCCCC3)N3CCN(C)CC3)cc2c1 (stereo not given)
 : 10%	4%	0	4%	-0.5	21%	-5%	7%
> Cc1cc(C)cc(NC(=O)C2CCCCN2S(=O)(=O)c2ccccc2)c1 (stereo not given)
 : -11%	20%	-1	0%	0.9	2%	9%	6%
> COc1ccc(CN2C(=O)C(CC(=O)NCc3cccs3)CC(C(=O)N(C(C)C)C(C)C)=C2C)cc1 (stereo not given)
 : -1%	-2%	3	6%	-0.9	4%	6%	6%
> COc1cc(NC(=O)c2c(-c3ccccc3Cl)noc2C)c2ncccc2c1
 : 2%	6%	12	-11%	-2.4	5%	-6%	4%
> CC(C)CNC(=O)COC(=O)CCC(=O)c1cccs1
 : -10%	-30%	1	11%	-0.3	0%	-5%	6%
> Cc1ccc(NC(=O)c2cc(-c3ccco3)on2)cc1C
 : -18%	43%	/	-13%	0.3	2%	-6%	2%
> C=C(NC(=O)C(=C)NC(=O)c1csc(C2=NC3c4csc(n4)C4NC(=O)c5csc(n5)C(C(C)(O)C(C)O)NC(=O)C5CSC(=N5)/C(=C/C)NC(=O)C(C(C)O)NC(=O)c5csc(n5)C3(CC2)NC(=O)C(C)NC(=O)C(=C)NC(=O)C(=C)NC(=O)C(C(C)C)NC2C=Cc3c(C(C)O)cc(nc3C2O)C(=O)OC4C)n1)C(N)=O (stereo not given)
 : ?	/	-24	13%	-3.9	-17%	-6%	1%
> Cc1ccc(NC(=O)Nc2ncccc2C)cc1
 : -8%	12%	7	0%	-0.9	-8%	-8%	4%
> Cc1ccc(-c2noc(CCC(=O)Nc3cccc(C(=O)NC4CC4)c3)n2)cc1
 : 9%	-31%	-4	1%	-1.3	3%	-4%	-6%
> Cc1ccc(S(=O)(=O)N(CC(=O)Nc2ccccc2-c2ccccc2)c2ccc(C)cc2C)cc1
 : -32%	/	29	12%	-0.2	?	-10%	6%
> CC(C)c1ccccc1NC(=O)c1cnccn1
 : 0%	22%	/	-20%	0.3	3%	-8%	1%
> CC[C@H]1C(Nc2ccccc2)C[C@@H]2CCN3C(=O)CC[C@H]1[C@H]23 (stereo not given in full)
 : 2%	-35%	5	-12%	-0.5	1%	-2%	-26%
> CCCc1nc2c(=O)n(C)c(=O)[nH]c2n1CCC
 : 5%	-4%	-10	-7%	2.3	0%	-11%	16%
> C/C(=N\NC(=O)CSCc1ccc([N+](=O)[O-])cc1)c1ccccc1O
 : 7%	/	3	-11%	-3.5	8%	-10%	-6%
> Cc1c(NC(=O)COC(=O)c2cc(-c3cccc4ccccc34)nc3ccccc23)c(=O)n(-c2ccccc2)n1C
 : -20%	-4%	6	-3%	-0.7	-11%	2%	9%
> Cc1ccccc1NC(=O)CSc1nc(N)c(C#N)cc1C#N
 : -20%	37%	/	26%	5.2	-12%	-6%	12%
> CCc1nnc2sc(-c3ccc(NC(=O)c4ccco4)cc3)nn12
 : -17%	11%	-10	22%	0.5	-5%	-3%	7%
> Cc1cc(Cl)cc2c(N=Nc3ccccc3C(=O)O)c(O)[nH]c12
 : -6%[57.1 µM]	6%	-7	-8%	-2.1	8%	?	-2%
> CCO[C@@H]1OC(C(N)=O)=C[C@H](c2ccccc2)[C@H]1CCCO
 : 9%	-24%	3	-2%	-0.2	15%	0%	-18%
> O=C(NC(=S)Nc1cccc2cnccc12)c1ccccc1
 : -1%	11%	0	3%	2.7	13%	-1%	-7%
> COc1ccc(OC)c(S(=O)(=O)NCCc2ccccc2)c1
 : -14%	15%	/	11%	0.6	3%	-4%	6%
> COc1ccc(OCCOC(=O)c2cccc(-n3cnnn3)c2)cc1
 : -6%	20%	-1	-15%	-1.0	2%	-7%	3%
> COc1ccccc1Cn1c(C(C)C)nc2ccccc21
 : -16%	1%	11	14%	0.1	-9%	-5%	2%
> COc1ccc(OC)c(-c2csc(NC(=O)COC(=O)C3CC3)n2)c1
 : 2%	10%	0	8%	0.3	4%	-12%	0%
> COCCN(C(=O)c1csnn1)C(C(=O)NC1CCCCC1)c1ccccc1 (stereo not given)
 : 1%	3%	5	7%	0.1	3%	2%	0%
> CCOC(=O)C1(Cc2ccccc2C(F)(F)F)CCN(CC(O)CO)CC1 (stereo not given)
 : -7%	2%	8	11%	-4.7	14%	-10%	-1%
> Cc1cccc(NC(=O)c2ccccc2NC(=O)c2ccccc2)n1
 : -8%	2%	11	-19%	0.2	-2%	-5%	0%
> CCCn1c(/N=C/c2c[nH]c3ccccc23)nc2ccccc21
 : -10%[11.6 µM]	-15%	/	-8%	-3.3	-15%	-9%	?
